High-throughput results as filed in PubChem.
Pf Dd2 growth – Plasmodium falciparum Dd2 growth inhibition; P. falciparum Dd2 growth, SYBR Green, 72 h; Potency, µM (top dose mostly 28.9 µM), for the others: at the top dose activity, negative = inhibition, usual class: inhibitors; 4.3% of 120,000 active; AID 1347417; active = well fitted inhibition curve with a large enough effect; inconclusive = small, poorly fitted or top-dose-only effect; inactive = no such curve, though single readings can be large or run the other way;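 note: plate controls were DMSO vehicle for no effect and reference drug for full effect; nearly all actives have a fitted effect of over 65% in size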
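Readout: SYBR Green fluorescence, 485 nm excitation, 535 nm emission, after ~16 h lysis at 37C. Before that, Dd2-infected red cells (2.5% hematocrit) grew 72 h with compound, 29 uM top final concentration.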
Numbers without * were called inactive; i = inactive; u = inconclusive; & = joins results of further samples; [ ] = another dose, or the depositor's remark. Potency is the fitted concentration of half-maximal effect.

canonical_smiles | Pf Dd2 growth
CCOC(=O)c1cccc(NC(=O)N2CC[C@@H](CC(=O)NCc3ccc(OC)cc3)[C@@H](CC)C2)c1 | i
COc1ccc(-c2cc(C(=O)Oc3ccc(C)cc3)c3cc(C)ccc3n2)cc1 | i
CCOCC1(C)COc2ccc(C(=O)N(C)Cc3ccccc3)cc2N1 (stereo not given) | i
O=C(Cc1ccccc1)N1CCC(N2CC(OCC3CC3)C23CCOCC3)CC1 (stereo not given) | u
COc1ccc(-c2ccc3nnc(CNC(=O)c4ccc(C)cc4C)n3n2)cc1 | i
Cc1ccc(C)c(NC(=O)C2CCCN(S(=O)(=O)c3ccc4[nH]c(=O)ccc4c3)C2)c1 (stereo not given) | -8.2%
O=C(NC1CCCN(c2cc(-c3ccc(F)cc3)[nH]n2)C1)c1ccc(F)c(F)c1 (stereo not given) | u
CCCN(CCC)c1cc(C)nc2nc(-c3ccc(C(C)(C)C)cc3)nn12 | -2.7%
Cc1ccc(Cl)cc1NS(=O)(=O)c1cc2c3c(c1)CC(=O)N3CCC2 | 16.6%
Cc1cnc(CCNS(=O)(=O)c2cn(C)cn2)n1C1CC1 | 4.2%
O=[S+]1([O-])NC2(CCN(Cc3ccc(Cl)cc3)C2)COc2ncccc21 (stereo not given) | u
COc1ccccc1CN1CC(c2noc(CCC(=O)c3ccc(C)cc3)n2)CC1=O (stereo not given) | u

(list continues)
canonical_smiles | Pf Dd2 growth
O=C(Nc1ccncc1)c1ccnc(-c2nnc3ccc(N4CCOCC4)nn23)c1 | i
Cc1ccc(S(=O)(=O)c2[nH]c(-c3ccccc3)nc2SCC(=O)O)cc1 | 1.4%
CNc1ncc(CN(C)C(=O)CCc2cc3n(n2)CCCNC3)cn1 | -3.9%
CCc1ccc(-c2nc3cc(NC(=O)c4ccc(C)c(C)c4)ccc3o2)cc1 | -12.2%
COc1ccc([C@@H](NC(=O)c2ccc3ncsc3c2)C2CC(O)C2)cn1 (stereo not given in full) | -8.1%
Cc1cc(OC(C)C(=O)Nc2cccc(-c3nc4ccccc4o3)c2)cc(C)c1Cl (stereo not given) | u
Cc1cccc(CN2CCCCCNC(=O)CC2c2ccccc2)c1 (stereo not given) | u
Cc1ccccc1C(CC(=O)NCc1cccnc1)c1ccccc1 (stereo not given) | -11.4%
N#Cc1ccc(C(=O)N2CCN(c3nc4ccc(F)cc4s3)CC2)cc1 | i
O=C1CC(c2ccccc2)N(C(=O)CNC(=O)c2cc3ccccc3[nH]2)CCCCCN1 (stereo not given) | u
FC1(F)CN[C@H](c2nc(-c3ncccn3)no2)C1 | 18.7%
COc1ccc(CN2CCc3nn(C)c(=O)n3CC2)cc1Cn1cccn1 | 12.6%

The results go on:
canonical_smiles | Pf Dd2 growth
COc1ccc(-c2nc(C)c(CCNC(=O)C(=O)Nc3cc(C)cc(C)c3)s2)cc1OC | -13.7%
Cn1nccc1C(=O)N1CCC(Oc2nccnc2N2CCOCC2)C1 (stereo not given) | 114.2%[activator]
CCNC(=O)NC[C@H]1C[C@@H]2CCN1C[C@@H]2c1cc(-c2ccccc2)nn1C | u
Cc1ccccc1N(C)C1CN(Cc2ccc(C(F)(F)F)cc2)C1 | u
CCN1C(=O)C2(CCN(S(=O)(=O)c3ccc(C)cc3)CC2)c2ccccc21 | 0.3%
CC(=O)N1CC[C@H]2COC(=O)N2c2cc(C)ccc2C1 | 17.2%[44.1 µM]
Clc1ccc2oc([C@H]3CCN(Cc4ccccn4)C3)nc2c1 | u
CCn1cnnc1-c1nn(C)c2c1CN(C(=O)c1n[nH]c(=O)c3ccccc13)CC2 | -14.1%
Cc1ccccc1NC(=O)c1sc2nc(N3CCOCC3)c3c(c2c1N)CC(C)(C)OC3 | u
Cc1cccc(-c2[nH]ncc2CNC(=O)c2cccc(N(C)C)c2)c1 | -28.3%
Cc1ccc(NC(=O)CSc2nncn3c2cc2sccc23)cc1F | 6.3%
CN(c1ccccc1)c1cc(=O)c2ccnc(Nc3cccc([S+](C)(=O)[O-])c3)c2o1 | -23.9%[44.1 µM]

Next entries follow.
canonical_smiles | Pf Dd2 growth
O=c1c2sc3ccccc3c2n(Cc2cccc(C(F)(F)F)c2)c(=O)n1Cc1ccccc1 | -1.5%
CN(CCC(O)c1ccccc1)C(=O)c1coc(Cn2cnc3ccccc32)n1 (stereo not given) | -16.0%
CC(=O)N1CCC(NC[C@@H]2C=C(C)[C@H](Cc3nc4ccc(F)cc4[nH]3)C[C@H]2C(C)C)CC1 | 11.2µM*
COc1ccc(NC(=O)C(NC(=O)/C=C\c2ccc3c(c2)OCO3)c2ccc(OC)cc2)cc1 (stereo not given) | u
O=S(=O)(c1ccccc1F)N1CC(c2nnc(-c3ccncc3)o2)C2(CCOCC2)C1 (stereo not given) | -21.8%
CC1CCN(C(=O)C[C@@H]2c3nc(NC(=O)c4ccnc(Cl)c4)sc3C[C@@H]3[C@](C)(CO)[C@H](O)CC[C@]32C)CC1 | 6.31µM*
COc1ccc(OCC(=O)Nc2ccc(-c3nc4cc(C)cc(C)c4o3)cc2)cc1 | u
COc1ccc(S(=O)(=O)N2CCCC2c2nncn2Cc2ccncc2)cc1OC (stereo not given) | 5.6%
CN1CCc2c([nH]c3ccccc23)C12CCN(C(=O)C1CCC1)CC2 | u
CC1=NOC2(CCN(Cc3cc(C)on3)C2)C1 (stereo not given) | i
O=S(=O)(c1cccnc1)N1CC(c2noc(C3CCCN3CC3CC3)n2)C1 (stereo not given) | 6.31µM*
CCN1c2cc(C(=O)Nc3ccc(C)c(F)c3)ccc2C(=O)N2CCCCC21 (stereo not given) | i

Further structures follow:
canonical_smiles | Pf Dd2 growth
O=C(NCC1CCCCC1)c1ccc(CN2C(=O)NC3(CCS(=O)(=O)CC3)C2=O)cc1 | i
COc1ccc(N2CC(NC(=O)C3CCCC3)CC2=O)cc1OC (stereo not given) | 7.9%
Fc1ccc(CN2Cc3[nH]cnc3C[C@H]2c2nc(-c3ccc(Cl)cc3)no2)cc1 | -1.8%[44.1 µM]
O=C(C[C@H]1NC(=O)c2ccccc2NC1=O)Nc1nc(-c2ccncc2)cs1 | u
CCOc1ccccc1CNC(=O)CCn1ccc2cc(S(=O)(=O)N3CCCCC3)ccc21 | i
Cc1ccc(NC(=O)Cn2nc3c(cc2=O)CCCCC3)cc1C | -21.9%
CN(C)C(=O)C1CCCN(c2nc3ncccc3o2)C1 (stereo not given) | 6.4%[44.1 µM]
COC[C@@H]1CN(C(=O)c2ncccc2C)C[C@H]1c1nc(C2CC2)no1 | 10.6%
CCOc1ccccc1N(C)C(=O)c1cc2c(s1)-c1ccccc1OC2 | u
O=C(c1ccccc1)N1CCC(c2nn(-c3ccccc3)c(=O)[nH]2)CC1 | 23.3%
O=C1Cc2c(-c3ccsc3)n[nH]c2CN1Cc1ccccc1 | 5.62µM*
COc1ccccc1-c1noc(CCc2nc(-c3ccc(C)nn3)no2)n1 | -18.4%

(listing goes on)
canonical_smiles | Pf Dd2 growth
COCc1nc2ccccc2n1Cc1cccc(C)c1 | 26.5%
CCc1nc2c(c(-c3ccc(OC)cc3)n1)CCN(C(=O)c1ccc(C)cc1)CC2 | u
CCOC(=O)c1cnc2cc(C(F)(F)F)ccc2c1Nc1cc(C)ccc1OC | 9.0%
O=C(CN(c1cccc(Br)c1)S(=O)(=O)c1ccccc1)N1CCc2ccccc2C1 | i
O=C1CCC2(CCCO2)CCN1Cc1ccccc1F (stereo not given) | 3.0%
CCOC(=O)c1cc(OC(=O)c2ccc(C)cc2)n(-c2ccccc2)n1 | 24.4%
CC1(CNC(=O)c2n[nH]c3ccccc23)CCOCC1 | -20.8%
CCS(=O)(=O)N1CCc2cc(C(=O)Nc3cccc(NC(C)=O)c3)ccc21 | i
COc1ccc(-n2c(=O)c3ccccc3n(CC(=O)Nc3ccccc3OC)c2=O)cc1 | -5.6%
Cc1ccc(O)c(-c2n[nH]c3c2C(c2ccccc2F)N(Cc2ccco2)C3=O)c1 (stereo not given) | 4.47µM*
CC1(C(=O)NCCCn2ccnc2)CCc2cnc(NCc3ccccc3)nc21 (stereo not given) | i
Nc1cc(N2CCN(C(=O)C3CCOCC3)CC(O)C2)ncn1 (stereo not given) | -11.8%

Other structures
canonical_smiles | Pf Dd2 growth
Cc1ccc(C)c(NC(=O)Cn2cc(S(=O)(=O)NC(C)C)c(S(=O)(=O)NC(C)C)c2)c1 | u
O=C(/C=C/c1ccc(Cl)cc1)N1CCC(c2nc3ccccc3o2)CC1 | 21.8%
O=C(CCC[C@H]1NC[C@@H]2C[C@H]1CN(Cc1ccccc1)C2)NCCN1CCCCC1 | -23.9%
O=C(NCc1ccco1)c1ccc(CN2C(=O)NC3(CCS(=O)(=O)CC3)C2=O)cc1 | -14.2%
COc1ccc(NC(=O)c2c(C)oc3ccc(O)c(CN4CCCCCC4)c23)cc1 | 2.82µM*
O=C1Nc2ccccc2CC12CCN2Cc1ccsc1 (stereo not given) | i
CS(=O)(=O)N1CCCN(C(=O)C2(c3ccccc3)CC2)c2ccccc21 | -24.6%
O=C(c1ccc2nc(-c3ccccc3)cn2c1)N1CCOC(C(F)(F)F)C1 (stereo not given) | 7.9%
O=C(CN1C(=O)NC2(CCS(=O)(=O)CC2)C1=O)Nc1ccc(Cl)cc1F | 8.8%
O=C(Nc1ccc(C(=O)OCc2cc(=O)n3ccsc3n2)cc1)c1cccc(F)c1 | 36.7%[activator]
COCCOCc1nc(C2CCCN2C(=O)Cc2cccc(F)c2)no1 (stereo not given) | -6.3%
O=C(NCCc1ccc(Cl)cc1)C1CN(c2cccc(Cl)c2)C(=O)N1 (stereo not given) | -11.5%&-12.0%

Continuation.
canonical_smiles | Pf Dd2 growth
Fc1ccc(CN2CC[C@H](c3nnc(Cc4ccccc4)o3)C2)cc1F | i
CC(C)NC(=O)c1ccccc1OCC1CCCN(Cc2cccnc2)C1 (stereo not given) | u
O=C(NCCc1noc(C(F)(F)F)n1)[C@H]1CCC[C@H](O)C1 | -0.9%
COc1ccc(C(CNC(=O)Cc2ccc(Cl)cc2)N2CCOCC2)cc1 (stereo not given) | i
Cc1nnc([C@H]2CCN(Cc3cnc4ccccc4c3)C2)o1 | u
COc1ccccc1NC(=O)CSc1ncc2c(n1)-c1ccccc1N(Cc1ccccc1C)S2(=O)=O | u
CCN(CC)C(=O)C1CCN(c2cc(C)nc3c(-c4ccc(OC)c(OC)c4)c(C)nn23)CC1 | i
CC(C)c1ccc(S(=O)(=O)N2CCC3(CCCNC3)C2)cc1 (stereo not given) | 5.01µM*
CC(C)(C)n1nnnc1C1CC2(CCOCC2)C(=O)N1Cc1cccc(C(F)(F)F)c1 (stereo not given) | -17.9%
O=C(Cc1ccccn1)N1CCn2c(nnc2-c2ccccc2)C1 | -24.8%[44.1 µM]
COc1ccc(NC(=O)CSc2nc3c([nH]c4ccccc43)c(=O)n2C)cc1 | 41.1%[activator]
Cc1nc2nc(SCC(=O)NCc3ccccc3)nn2c(C)c1Cc1ccccc1 | 2.5%

Next section
canonical_smiles | Pf Dd2 growth
CCOc1ccccc1NC(=O)CN(C)S(=O)(=O)c1ccc2nc(C)sc2c1 | 22.6%
O=C(c1ccc(C(F)(F)F)cc1)N1CCC2(C1)C(=NC1CCCCC1)NC(=O)N2c1cccnc1 (stereo not given) | 12.1%
OC(c1ccccc1)c1nc(Nc2ccc(Cl)cc2F)n[nH]1 (stereo not given) | i
COc1ccc(-c2ccc3ncc(Nc4ccnc(N5CCOCC5)c4)n3n2)cc1OC | -1.3%[44.1 µM]
Cc1ccc(C(=O)N(C)CC2(C)CCOCC2)s1 | 19.4%
Cc1cnc(C2CCN(C(=O)C3CCCC3)C2)n1Cc1ccccc1 (stereo not given) | -7.3%
Cc1ccc(C(=O)N2CCC3(CC2)CC(c2ccccc2)C(=O)N3C)s1 (stereo not given) | i
CCCc1ncncc1C(=O)NC1CC(c2nnc(CO)n2C2CC2)C1 (stereo not given) | -1.8%
CC(C)NC(=O)[C@H]1CN2CC[C@H]1C[C@@H]2Cn1cc(-c2ccccn2)nn1 | 5.6%[44.1 µM]
Cc1ccc(C(=O)N2CCC(Cn3c(C)cnc3C3CCC3)CC2)cn1 | -7.7%
CC(C)(C)c1ccc(C2=NC(C)(C)N(CC(=O)Nc3ccc(F)c(F)c3)C2=O)cc1 | i
C[C@H]1[C@@H]2[C@@H](O)C([C@H](C)C(=O)NCc3ccc(F)cc3)CC[C@@]2(C)CC[C@@H]1NC(=O)Cc1ccccc1 (stereo not given in full) | u
Cc1ccc(NC(=O)N[C@@H]2C=C(C(=O)NCC(N)=O)C[C@@H](O)[C@@H]2O)cc1 | 5.8%[44.1 µM]
CSCc1ccc(C(=O)N[C@H]2[C@@H]3CCO[C@@H]3[C@@H]2C2CCCC2)o1 | -10.5%

These rows are one share of the data; the hit share may differ from the screen's.
